EP2 antag: blocks the human prostaglandin E2 receptor EP2; P43116; C6 glioma cells expressing human EP2, cAMP TR-FRET; cells stimulated with saturating PGE2; inhibition, % at 25 µM; 0.52% of 260,000 active; AID 1422;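 active = percent inhibition above 40 after rounding to a whole number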;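 also: rat C6 glioma host cells with rolipram phosphodiesterase inhibitor present; the protocol text gives 20 µM as final concentration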
Target sequence (P43116 whole entry, looked up): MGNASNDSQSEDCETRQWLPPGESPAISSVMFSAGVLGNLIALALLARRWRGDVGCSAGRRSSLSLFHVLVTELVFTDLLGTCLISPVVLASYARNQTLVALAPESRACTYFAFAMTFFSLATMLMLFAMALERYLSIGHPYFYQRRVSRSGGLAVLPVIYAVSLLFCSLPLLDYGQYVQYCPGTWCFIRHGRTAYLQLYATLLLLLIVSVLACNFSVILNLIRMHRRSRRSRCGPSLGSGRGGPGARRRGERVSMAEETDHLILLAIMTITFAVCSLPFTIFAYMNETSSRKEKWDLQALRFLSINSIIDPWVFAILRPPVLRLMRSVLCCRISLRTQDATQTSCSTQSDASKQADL
S1P4 ag: activates the human S1P4 receptor. O95977. S1P4-expressing cell line, agonist reporter assay. activation, % at 4.98 µM. 0.35% of 220,000 active; in the data active = activation above about 11%;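 also: 0% = DMSO vehicle and 100% = reference agonist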
NPY-Y1 antag: blocks the human neuropeptide Y Y1 receptor. P25929. HEK293-CNG Y1 cells, membrane potential fluorescence; NPY at EC95, then isoproterenol. inhibition, % at 3.6 µM. 1% of 200,000 active. AID 1040;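 active = inhibition above the campaign mean inhibition of all tested compounds plus 3 SD, cut at about 20% in these data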;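 also: 0% = DMSO wells given NPY plus isoproterenol and 100% = isoproterenol alone without NPY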
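Material: HEK293 Y1/CNG channel cell line | Also added: NPY (25 nM), isoproterenol (1 µM), Ro 20-1724 (25 µM) | Compound: One concentration, 3.6 µM, in 0.4% DMSO | Schedule: 3 h dye uptake, 1 h room-temperature compound, 45 min post-isoproterenol | Signal: Membrane-potential fluorescent dye readout | Read-out: % inhibition of NPY effect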
EP2 mod: modulates human prostaglandin E2 receptor EP2 signaling; 0.83% of 260,000 active; EP2-expressing cells, cAMP HTRF FRET, PGE2 co-stimulation; induction, % at 25 µM; P43116; AID 940;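 active = compounds whose cAMP rise, as percent of the full-agonist control response, exceeds 60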;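 also: rat C6 glioma line stably carrying human EP2 under a CMV promoter; the protocol text gives 20 µM as final concentration; 100% = response of wells given 1 µM PGE2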
NPY1 pot ag: potentiators or agonists of human neuropeptide Y receptor Y1. 0.37% of 220,000 active. NPY-Y1 expressing cells, potentiator/agonist activation. activation, % at 3.6 µM. AID 1304. P25929; in the data active = activation above about 33%, passing the limit was not always enough;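 also: cells stimulated with NPY at EC10 then isoproterenol at EC100; 0% = low agonist plus stimulus and 100% = saturating agonist plus stimulus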
p97 ATPase inh: inhibitors of human p97 ATPase; recombinant p97 ATPase, Kinase-Glo ATP luminescence, 3 h; inhibition, % at 8 µM; 0.42% of 220,000 active; in the data active = inhibition above about 15%;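 also: 0% = DMSO vehicle and 100% = wells lacking enzyme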
eIF4E-4G inh: blocks eIF4E binding to eIF4G. inhibition, % at 21.7 µM. TR-FRET eIF4E-eIF4GI(517-606) binding, 2 h. 0.37% of 220,000 active. P63073+Q04637;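 active = inhibition above about 30%, limit read from the data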;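 also: 0% = full FRET control wells and 100% = background wells lacking eIF4GI fragment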
S1P4 antagonist: human S1P4 receptor antagonism | O95977 | S1P4-expressing cells, antagonist mode, reporter read-out | inhibition, % at 4.98 µM | 0.26% of 220,000 active; in the data active = inhibition above about 29%;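 also: 0% = wells stimulated with agonist and 100% = vehicle wells without agonist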
NPY2 pot ag: potentiators or agonists of human neuropeptide Y receptor Y2; cells expressing NPY-Y2, potentiator/agonist read-out; activation, % at 3.6 µM; 0.45% of 220,000 active; in the data active = activation above about 27%;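 also: cells stimulated with NPY near EC25 plus isoproterenol at EC100; 0% = vehicle plus submaximal agonist and 100% = vehicle plus saturating agonist; some results beyond the cut were filed as inactive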
Target sequence (P49146 whole entry, looked up): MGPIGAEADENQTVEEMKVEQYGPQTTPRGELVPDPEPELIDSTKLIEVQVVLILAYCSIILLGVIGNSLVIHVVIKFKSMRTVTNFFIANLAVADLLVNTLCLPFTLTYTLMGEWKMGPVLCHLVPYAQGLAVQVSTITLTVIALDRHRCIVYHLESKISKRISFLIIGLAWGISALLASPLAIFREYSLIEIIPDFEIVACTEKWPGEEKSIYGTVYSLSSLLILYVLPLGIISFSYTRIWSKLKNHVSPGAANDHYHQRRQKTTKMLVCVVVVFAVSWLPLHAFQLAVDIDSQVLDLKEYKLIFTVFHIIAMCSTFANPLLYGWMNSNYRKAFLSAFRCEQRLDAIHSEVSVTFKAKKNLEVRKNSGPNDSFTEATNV
Starred values were filed as active, the others as inactive; · = not tested or not shown; [ ] = dose if it differs, or a comment. An excerpt; count on the stated rates, not on these rows.

SMILES	EP2 antag	S1P4 ag	NPY-Y1 antag	EP2 mod	NPY1 pot ag	p97 ATPase inh	eIF4E-4G inh	S1P4 antagonist	NPY2 pot ag
CCOC(=O)N=S(=O)(Oc1ccc([N+](=O)[O-])cc1)c1ccccc1 (stereo not given)	6	0.5	0	-3	-4	3	-1	-12	-9
CCOc1ccc(C(=O)Nc2cccc([N+](=O)[O-])c2)cc1Br	3	1.0	-2	-25	26	0	13	2	8
Cc1ccnc(N2CCC(C(=O)Nc3ccc4c(c3)OCO4)CC2)n1	1	-0.2	-3	-6	-15	-1	9	9	-14
Cc1cccc(NC(=O)N2CCC(NC(=O)c3ccccc3C)CC2)c1	15	-0.7	-2	-1	14	6	-8	-33	14
CC(=O)Nc1ccc(N(C(=O)CNC(=O)c2ccco2)C(C(=O)NCC2CCCO2)c2ccccc2)cc1 (stereo not given)	2	0.2	-1	-1	-1	3	4	14	-1
CC(=O)Nc1ccc(NC(=O)Cn2cnc3c(cnn3C(C)(C)C)c2=O)cc1	9	-0.4	-4	39	9	7	4	-1	-2
Cc1ccc(/C=N/NC(=O)Cc2cccn2C)cc1	6	0.3	·	-22	21	5	0	-19	0
CCNC(=O)COC(=O)Cc1ccc(Cl)cc1Cl	5	2.9	2	22	17	5	-1	-20	-2
CCOP(=O)(OCC)/C(C#N)=C(\O)c1ccc(OC)cc1	2	1.4	·	8	-3	-3	0	-1	-4
OC(CNCc1ccccc1Cl)C(F)(F)F (stereo not given)	9	0.2	0	12	-3	0	1	11	3
Cc1ccc2[nH]c(=O)c(CN(Cc3ccc4c(c3)OCO4)Cc3nnnn3Cc3ccco3)cc2c1	15	-5.6	10	13	-21	-3	-10	20	1
CC1(C)CC(=O)C2=C(C1)OC(N)=C(C#N)C2c1ccccc1 (stereo not given)	10	-0.3	-3	10	13	3	4	-16	2
C=CCc1cccc(CNc2nc3ccccc3n2CCN2CCOCC2)c1O	9	2.0	-4	-11	16	-1	-9	-7	12
Cc1cccc(CSc2nnc(NC(=O)CSc3nnc(C)s3)s2)c1	12	-0.7	3	-2	-12	0	5	-2	-2
C=CCn1c(SCC(=O)NCc2ccc3c(c2)OCO3)nc2scc(-c3ccc(F)cc3)c2c1=O	5	0.1	5	39	-8	2	-14[fluorescence artefact?]	2	2
COc1ccc(-c2nnn(CC(=O)N(C3CCCCC3)C(C)C(=O)NC3CCCC3)n2)cc1OC (stereo not given)	3	-2.0	11	-8	-3	2	-5[fluorescence artefact?]	-6	-7
O=C(COc1ccc(Cl)cc1)Nc1nnc(-c2ccco2)o1	6	0.2	2	-13	6	-1	-4	-21	-12
COc1ccc2oc(=O)c(N3C(=O)c4ccccc4C3=O)cc2c1	10	1.4	·	-10	-1	1	-5	-12	-3
C[N+]1(CCN2C(=O)C3CC=C(Cl)CC3C2=O)CCOCC1 (stereo not given)	9	2.5	9	28	-10	-7	0	0	-3
COc1ccc(COC(=O)N/N=C(\C)CC(=O)NCc2ccc(Cl)cc2)cc1	4	-1.2	-2	-18	-2	1	1	-6	-5
COc1ccc(S(=O)(=O)N(CCc2ccccc2)CC(=O)O)cc1C	4	-5.1	11	4	-17	-4	-4	-6	-23
Cn1cc(/C=N/n2cnc3sc4c(c3c2=O)CCCC4)c2ccccc21	7	0.4	-3	-3	-13	-2	-9	-7	3
O=C(COC(=O)c1ccco1)NC1CCCCC1	14	-1.7	-3	-2	-8	-3	-1[fluorescence artefact?]	-11	3
CCN(CC)c1ccc(/C=N/NC(=O)CC(C)C)cc1	9	-1.4	-1	-1	0	1	7	25	-26
Cc1cc(C(=O)Nc2cccnc2)no1	9	-0.6	-7	12	-19	0	4	-9	-4

More entries:
SMILES	EP2 antag	S1P4 ag	NPY-Y1 antag	EP2 mod	NPY1 pot ag	p97 ATPase inh	eIF4E-4G inh	S1P4 antagonist	NPY2 pot ag
Cc1cc(C)n(-c2cc(N3CCN(C(=O)c4ccc(C(C)(C)C)cc4)CC3)ccc2[N+](=O)[O-])n1	9	-2.6	3	-13	0	2	-1	-13	2
CCOc1ccc(N2C(=O)C3ON(C)C(c4ccc([N+](=O)[O-])cc4)C3C2=O)cc1 (stereo not given)	2	-0.2	·	19	3	4	-7	-1	-16
O=C(NCc1ccco1)c1ccc(Cn2c(=O)c3sccc3n(Cc3ccc(F)cc3)c2=O)cc1	16	-2.2	4	11	-2	5	4	-7	7
Cc1cc(C)n(C(=O)c2ccc(S(=O)(=O)N3CCOCC3)cc2)n1	7	-3.7	0	-8	-12	4	1	12	7
Cc1ccc(OCCN2CCN(C(=O)CCC(=O)Nc3nnc(CC(C)C)s3)CC2)cc1	7	-0.2	·	2	19	0	0	-3	23
Cc1c(OCc2ccccc2)cccc1OCc1ccccc1	10	0.6	12	24	-29	3	-3	4	1
CC1CCc2c(sc(NC(=O)Cn3nc(C(F)(F)F)c4c3CCCCC4)c2C#N)C1 (stereo not given)	5	0.4	1	0	0	-4	2[fluorescence artefact?]	-8	-12
O=C(NC1C(=O)NNC1c1ccc(Cl)cc1)c1ccc(F)cc1 (stereo not given)	4	-0.7	4	-3	-6	7	-1	-10	-8
CCCOc1ccc(C(C)(O)CN2CCOCC2)cc1 (stereo not given)	13	0.3	-4	37	14	-7	-13	-3	-6
CCOC(=O)N1CCN(C(=O)c2ccc3c(c2)ncn3C2CCCC2)CC1	9	1.7	6	29	-7	-3	6	-9	-10
Cc1nnsc1-c1nnc(SCC(=O)c2ccc(C#N)cc2)n1C1CC1	5	-0.4	·	-22	5	7	-1	12	-3
Cc1cc(Br)cc(C)c1OCC(=O)NNC(=O)CCC(=O)NCc1ccccc1	5	0.4	6	-19	16	0	3	3	7
CC1=C(C(=O)OCC2CCCO2)C(c2ccc(Cl)c(Cl)c2)NC(=O)N1 (stereo not given)	4	1.8	0	-21	11	3	2	-13	7
Cc1cc(C)c([N+](=O)[O-])cc1NCC(=O)N1CCN(c2ccccc2)CC1	2	-0.7	9	8	10	-4	3	38*	-2
COC(=O)CC(NC(=O)c1ccco1)c1cccc2ccccc12 (stereo not given)	12	-0.8	0	24	2	5	-1[fluorescence artefact?]	-2	6
Cn1c(=O)c2c(nc(SCC(=O)N3CCc4ccccc43)n2Cc2ccc(F)cc2)n(C)c1=O	·	0.7	7	·	-7	7	·	-16	-5
Cn1c(=O)c2c(ncn2CC(=O)OCC(=O)NC2CCCc3ccccc32)n(C)c1=O (stereo not given)	7	-0.8	-1	16	-7	-1	-4	-7	8
OC(COc1ccc2ccccc2c1)Cn1cncn1 (stereo not given)	15	-0.3	3	-19	-15	3	3	-12	-14
CCOC(=O)c1cc(NC(=O)Nc2ccccc2OC)c(C)nc1C	14	2.1	0	-22	-24	-6	0	-13	-18
Cc1ccc(NC(=O)C(=O)c2c(-c3ccccc3)cc3ccccn23)cc1S(=O)(=O)N1CCOCC1	4	2.2	3	1	6	1	-5	5	-2
Cc1cc(/C=C(\C#N)C(=O)O)c(C)n1CC(C)C	6	-2.0	9	10	-6	3	-7	-10	12
CCOc1ccc(C(=O)NCC(=O)OC2CCOC2=O)cc1OCC (stereo not given)	19	1.1	4	8	6	3	0	-5	-6
CCOC(=O)c1sc(NC(=O)CCN2CCN(CC)CC2)c(C(=O)OCC)c1C	10	-0.4	7	-46	-9	4	0	0	-1
O=S(=O)(c1ccccc1)c1nc(-c2ccccc2)oc1N1CCCC1	8	0.5	-4	50	0	2	-1	-3	1
CCOc1ccccc1OCCCCN1CCCC1	10	1.1	4	15	-6	5	2	4	-8

Structures shown so far containing a cyano group (5):
SMILES	EP2 antag	S1P4 ag	NPY-Y1 antag	EP2 mod	NPY1 pot ag	p97 ATPase inh	eIF4E-4G inh	S1P4 antagonist	NPY2 pot ag
CCOP(=O)(OCC)/C(C#N)=C(\O)c1ccc(OC)cc1	2	1.4	·	8	-3	-3	0	-1	-4
CC1(C)CC(=O)C2=C(C1)OC(N)=C(C#N)C2c1ccccc1 (stereo not given)	10	-0.3	-3	10	13	3	4	-16	2
CC1CCc2c(sc(NC(=O)Cn3nc(C(F)(F)F)c4c3CCCCC4)c2C#N)C1 (stereo not given)	5	0.4	1	0	0	-4	2[fluorescence artefact?]	-8	-12
Cc1nnsc1-c1nnc(SCC(=O)c2ccc(C#N)cc2)n1C1CC1	5	-0.4	·	-22	5	7	-1	12	-3
Cc1cc(/C=C(\C#N)C(=O)O)c(C)n1CC(C)C	6	-2.0	9	10	-6	3	-7	-10	12

Further structures follow.
SMILES	EP2 antag	S1P4 ag	NPY-Y1 antag	EP2 mod	NPY1 pot ag	p97 ATPase inh	eIF4E-4G inh	S1P4 antagonist	NPY2 pot ag
Cn1c(C(=O)NCC2CCCO2)cc2c(=O)[nH]c3ccccc3c21 (stereo not given)	12	-3.8	-2	-2	-19	3	4	-14	-2
O=C(NCCN1CCOCC1)c1cc(-c2ccc(Br)cc2)on1	3	-0.2	-3	6	3	7	-2	-5	13
O=C(OCC(=O)N1CCN(C(=O)c2ccco2)CC1)c1ccccc1OCc1ccccc1	1	-1.8	3	-5	24	-1	-5	-24	1
C=CCNS(=O)(=O)c1ccc2c(c1)n(C)c(=O)n2C	3	1.3	-2	-24	-8	6	0	5	9
CCOc1ccc(/C(CCC(=O)O)=N/NC(=S)NC(C)C)cc1	5	1.2	4	-5	-8	-3	-3	-12	8
CC(C)=N/N=C(\c1cccc([N+](=O)[O-])c1)C12CN3CN(CN(C3)C1)C2	10	-0.5	-2	9	-13	1	1	-3	-1
CC(=O)SCC(Cc1ccccc1)C(=O)NCC(=O)OCc1ccccc1 (stereo not given)	18	1.6	-1	·	29	4	3	13	15
O=C(NCCSCc1ccco1)Nc1cc(Cl)cc(Cl)c1	11	2.3	·	-75	0	3	3	14	7
Cc1cc(NC(=O)CN(C)CCOc2ccccc2)ccc1Br	6	2.4	7	-10	-34	0	6	-5	-16
C[N+](C)(C)CCOc1ccc([N+](=O)[O-])cc1	5	2.4	-2	0	-8	0	6	-36	7
COC(=O)CC(N)c1ccc(Br)cc1 (stereo not given)	4	1.1	3	-2	-18	-5	-2	-19	-11
Cc1cc(C)cc(NC(=O)COC(=O)CCCC2=NS(=O)(=O)c3ccccc3N2)c1	6	0.8	1	24	-6	1	-2	1	-7
Cc1ccc(C)c(NS(=O)(=O)c2c(C)ccc3nsnc23)c1	13	-0.2	1	24	-13	1	-2	-7	7
COc1ccccc1C1CC(c2ccc(Cl)cc2Cl)Nc2nc(N)nn21 (stereo not given)	7	2.8	1	6	-5	3	-1	-12	1
CCCCCc1ccc(CC(=O)Nn2c(C)nc3ccccc3c2=O)cc1	10	-2.6	1	9	-17	-1	0	-3	-5
N#CC1=C(SCc2ccccc2)NC(=O)CC1c1ccc(O)cc1 (stereo not given)	5	-2.7	6	0	18	-2	0	-1	-7
CCn1c(SCC(=O)N2CCCC2)nc2ccccc2c1=O	3	2.7	2	-18	17	0	1	-5	10
O=C(CNC1CCCCC1)N1CCc2ccccc2C1	2	-0.9	2	17	-23	2	-11[fluorescence artefact?]	-2	7
CSc1ccc(Cl)c(C(=O)NCCOc2cc(C)ccc2C(C)C)c1	-4	-2.7	0	5	-16	-3	-9	5	-36
NC(=O)C(=O)N/N=C/c1cccc(C(F)(F)F)c1	10	1.8	0	7	1	4	5	0	-5
COCCN(Cc1cc2c(C)cc(C)cc2nc1Cl)C(=O)c1ccccc1F	6	-1.4	4	-50	5	-4	1	19	7
Cc1cc(NC(=O)CN2CCOCC2)n(-c2ccccc2)n1	5	-0.2	·	19	6	3	3	-15	-9
O=C(COc1ccccc1[N+](=O)[O-])Nc1ccc(N2CCN(C(=O)c3cccs3)CC2)cc1	10	-0.3	-2	-9	0	0	-1	-2	9
COc1ccc(/C=C2\SC(=O)NC2=S)cc1OC	2	-1.0	3	-16	-10	12	0	2	-5
